HTRA1 inh – inhibitors of human serine peptidase HTRA1; Q92743; recombinant HTRA1, FP-rhodamine activity-based probe, fluorescence polarization; inhibition, % at 5.96 µM; 340,000 tested, 0.5% active; AID 504803; in the data active = inhibition above about 36%;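 note: 0% = enzyme with DMSO and 100% = wells lacking enzyme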
Target sequence (Q92743 whole entry, looked up): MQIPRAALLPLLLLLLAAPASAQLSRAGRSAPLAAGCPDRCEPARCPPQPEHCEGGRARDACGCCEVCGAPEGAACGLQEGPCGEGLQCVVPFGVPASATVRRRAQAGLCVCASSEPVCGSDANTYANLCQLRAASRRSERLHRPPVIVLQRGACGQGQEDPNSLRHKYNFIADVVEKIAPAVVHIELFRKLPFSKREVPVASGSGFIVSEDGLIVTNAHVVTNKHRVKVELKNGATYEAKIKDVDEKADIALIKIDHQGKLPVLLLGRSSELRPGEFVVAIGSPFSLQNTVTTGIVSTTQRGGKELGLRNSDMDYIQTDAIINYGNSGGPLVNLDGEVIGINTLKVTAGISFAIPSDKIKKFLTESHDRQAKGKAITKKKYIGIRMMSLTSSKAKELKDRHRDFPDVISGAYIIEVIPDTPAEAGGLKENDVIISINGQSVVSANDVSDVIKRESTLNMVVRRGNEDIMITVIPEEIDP
PRMT1 FP inh – inhibitors of human PRMT1; Q99873; recombinant PRMT1, activity-based probe fluorescence polarization; AID 652257; inhibition, % at 2.79 µM; 370,000 tested, 1.3% active;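 active = inhibition above about 21% made by adding two undisclosed values, limit read from the data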
UHRF1 binding – UHRF1 methyl-DNA binding inhibition | Q96T88 | UHRF1 binding to methylated oligo, TR-FRET | inhibition, % at 4.4 µM | 370,000 tested, 0.75% active; in the data active = inhibition above about 21%;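 note: UHRF1 SRA domain binding a hemimethylated CpG hairpin DNA probe; 0% = median of test compound wells and 100% = reference inhibitor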
DDE Tn7 FP inh – inhibitors of Tn7 peptide binding to human fibrin DD(E) | AID 720508 | inhibition, % at 8.3 µM | FP displacement of FITC-Tn7 peptide from fibrin DD(E); 0% = median of compound wells per plate | 370,000 tested, 0.13% active | P02675;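 active = inhibition above the mean of compounds falling within the control limits plus 3 SD of them, cut at about 14% in these data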;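 note: 0% = plate median of compound wells and 100% = 10 µM Aha-Tn7 peptide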
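Also added: labelled Tn7 tracer, 0.1 µM; Assay system: human fibrin DD(E) protein; Amount: 2 µM fibrin DD(E); Schedule: 10 min compound pre-incubation, 3 h probe incubation at room temperature; Repeats: one replicate per compound; Read-out basis: percent inhibition; Measured by: fluorescence polarization of the labelled Tn7 tracer.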
mABHD4 FP – inhibits mouse alpha/beta hydrolase domain 4; purified mABHD4, FP-Rh probe fluorescence polarization; 370,000 tested, 0.54% active; AID 720543; Q8VD66; inhibition, % at 8.92 µM;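 active = inhibition exceeding the mean over every tested compound plus 3 SD, cut at about 30% in these data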;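 note: 0% = plate median of compound wells and 100% = S159A mutant with DMSO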
Target sequence (Q8VD66 whole entry, looked up, the tested form may be a part): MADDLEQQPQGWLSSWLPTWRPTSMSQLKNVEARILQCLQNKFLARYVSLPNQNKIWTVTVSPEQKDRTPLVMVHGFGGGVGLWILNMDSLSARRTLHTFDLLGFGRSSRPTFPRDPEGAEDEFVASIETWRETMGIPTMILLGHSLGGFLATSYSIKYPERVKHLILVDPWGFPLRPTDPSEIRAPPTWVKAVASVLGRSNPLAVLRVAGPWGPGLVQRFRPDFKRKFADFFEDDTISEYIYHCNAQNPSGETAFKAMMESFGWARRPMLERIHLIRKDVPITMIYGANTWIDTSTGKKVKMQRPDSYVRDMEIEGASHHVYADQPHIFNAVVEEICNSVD
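system = mouse ABHD4 enzyme, wild type | medium = HEPES pH 7.0, NaCl, Pluronic buffer | also added = FP-Rh probe | incubation = Enzyme–compound pre-incubation 45 min, then probe 60 min, both 25 °C | technique = fluorescence polarization, excitation 525 nm, emission 598 nm, BODIPY TMR filters | controls = S159A mutant high control, sample median low control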
SIAE primary – inhibitors of human sialic acid acetylesterase SIAE | Q9HAT2 | SIAE FP-Rh probe binding, fluorescence polarization | inhibition, % at 9.66 µM | 370,000 tested, 0.69% active | AID 1053197;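 active = inhibition above a cutoff: mean of compounds within the control limits plus 3 SD of those, cut at about 17% in these data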;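 note: 0% = plate median of compound wells and 100% = probe without SIAE protein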
TDP2 absorb – TDP2 (human) inhibition, absorbance primary screen; 370,000 tested, 0.34% active; AID 720702; inhibition, % at 12.8 µM; O95551; recombinant TDP2, T5PNP hydrolysis, p-nitrophenol absorbance 415 nm;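 active = inhibition above the mean of all tested compounds plus 3 SD, set per campaign, cut at about 25% in these data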;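 note: 0% = DMSO with enzyme and 100% = buffer with substrate but no TDP2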
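Test system: Human TDP2 enzyme | Reagent: 5 mM T5PNP | Compound dosing: 12.8 µM single point, 1% DMSO | Incubation: Enzyme reaction with compound for 2 h at 37 °C | Technique: p-Nitrophenol epi absorbance | Read-out: % inhibition relative to enzyme-containing and enzyme-free wells | Benchmarks: High control without enzyme, low control DMSO plus TDP2 | Replicates: Singlicate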
LEDGF integ inh – blocks HIV-1 LEDGF/p75-dependent DNA integration. TR-FRET IN-LEDGF/p75 DNA integration, Eu/Cy5. inhibition, % at 3.7 µM. 370,000 tested, 0.64% active. AID 743269;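 active = inhibition above the screen-wide mean plus 3 SD, cut at about 13% in these data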;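 note: signal is the Cy5 over europium emission ratio at 671 and 618 nm; 0% = plate median of compound wells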
TCR CD3 inh – blocks the human TCR-CD3 interaction | 360,000 tested, 0.37% active | TAMRA-labeled TCR probe fluorescence, biochemical | inhibition, % at 9.4 µM; in the data active = inhibition above about 19%;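 note: recombinant mutant TCR 2C K166C tagged with TAMRA read by polarization; 0% = receptor in buffer alone and 100% = receptor with positive control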
PG9 Ab binder – PG9 antibody binding by small molecule; TR-FRET gp120-PG9 antibody binding; inhibition, % at 6.7 µM; 360,000 tested, 0.43% active; AID 624416; in the data active = inhibition above about 8.5%
Starred values were filed as active, the others as inactive; . = not tested or not shown.

SMILES	HTRA1 inh	PRMT1 FP inh	UHRF1 binding	DDE Tn7 FP inh	mABHD4 FP	SIAE primary	TDP2 absorb	LEDGF integ inh	TCR CD3 inh	PG9 Ab binder
O=C(CC[C@H]1O[C@@H](n2ccc(=O)[nH]c2=O)[C@H](O)[C@@H]1O)N[C@H](Cc1ccccc1)C(=O)NCc1ccc2c(c1)OCO2	.	4	1	4	-4	10	-4	7	2	-0.5
COc1cc(CNc2nc3ccccc3n2Cc2ccccc2)ccc1O	-1	0	1	1	-3	6	12	2	-6	0.8
CC1=CC(C)C(C(=O)O)C(C(=O)Nc2cccnc2)C1 (centres undefined)	2	1	1	6	6	0	-6	0	0	-0.8
CC1(C)Cc2nc(Cl)c(C#N)cc2CO1	5	-4	-2	8	-1	3	-2	-1	4	-0.7
O=S(O)OC1CS(=O)(=O)CC1c1ccccc1 (centres undefined)	8	3	2	-1	-2	2	-8	-2	-3	1.4
O=[N+]([O-])c1ccccc1Oc1ccc(Cl)c2cccnc12	0	0	-3	-5	-2	6	10	-4	-2	2.0
CCCCCC(C)n1[nH]c(=O)cc1N (centres undefined)	1	1	-8	3	9	6	2	1	-1	0.1
CCOc1ncccc1C(=O)NNC(=O)CSc1ccc(Cl)cc1	0	-4	1	-1	-4	-1	-14	0	-6	-1.9
COC(=O)[C@H](Cc1ccccc1)N1CC=CS1(=O)=O	.	0	0	2	8	-3	2	-4	0	-0.1
NC(=O)CSc1ccc(Br)cc1	-1	2	2	-1	6	-2	-3	2	7	-1.2
CCC(C)(C)n1nnnc1C(C(C)C)N(Cc1cccnc1)Cc1ccco1 (centres undefined)	-3	-2	0	-6	5	13	4	0	3	-1.2
CCOC(=O)C(=O)N(C)c1c(CC)nc2c(OCc3cc(Cl)cc(Cl)c3)cccn12	.	3	-2	4	2	5	-4	-3	-2	0.8
N#C/C(=C\c1ccccc1)c1ccccn1	2	3	3	-6	4	-6	1	-6	-3	0.8
CC(C)(Oc1ccc(Cl)cc1)C(=O)OCn1nnc2ccccc2c1=O	-17	0	-2	3	2	-4	4	-5	7	1.1
COc1ccc2c(c1OC)C(=O)N1N=C(c3ccccc3)CC21 (centres undefined)	-5	-1	0	-2	0	1	5	-3	-1	-0.8
CN(C)/N=C/c1cc(Cl)cc([N+](=O)[O-])c1O	1	3	-3	4	17	3	2	3	-3	-2.3
O=C(NC1CCCC1)C(c1ccccc1)n1c(-c2cccs2)nc2ccccc21 (centres undefined)	.	7	8	1	-18	-2	-2	0	0	0.3
Cc1ccc(NC(=O)c2sc3ncnc(N4CCN(c5ccccn5)CC4)c3c2C)c(C)c1	-44	-1	0	6	-14	-4	11	-1	8	1.3
CN1CCN(C2CN(Cc3cn(Cc4ccccc4C(F)(F)F)nn3)S(=O)(=O)C2)CC1 (centres undefined)	.	4	10	-6	2	6	9	5	-6	-0.8
Cc1cc(N2CCC(C)CC2)c(F)cc1[N+](=O)[O-]	0	0	-1	-4	-4	2	6	2	1	-2.0
O=C(Nc1ccc(Br)cc1)N1CCc2ccccc2C1	-19	-2	-4	-7	-9	-3	7	2	6	-1.4
O=C(CN1C(=O)NC(CCc2ccccc2)C1=O)NC1CC1 (centres undefined)	9	5	2	3	1	-1	-1	-4	-4	0.0
COc1ccc(OC)c(/C=N/NC(=O)C(=O)NCc2cccnc2)c1	3	3	0	-3	4	8	-5	-5	0	-0.1
CCOC(=O)c1ccccc1NC(=O)COC	-5	0	2	1	-2	-3	-5	0	1	-0.4
Cn1cc(CN2CCC(n3nccc3NC(=O)c3ccc4c(c3)OCO4)CC2)cn1	2	-1	-3	2	-4	4	-4	-2	4	-0.3

An excerpt from above in order of length of the SMILES, rising.
SMILES	HTRA1 inh	PRMT1 FP inh	UHRF1 binding	DDE Tn7 FP inh	mABHD4 FP	SIAE primary	TDP2 absorb	LEDGF integ inh	TCR CD3 inh	PG9 Ab binder
NC(=O)CSc1ccc(Br)cc1	-1	2	2	-1	6	-2	-3	2	7	-1.2
CCCCCC(C)n1[nH]c(=O)cc1N (centres undefined)	1	1	-8	3	9	6	2	1	-1	0.1
CCOC(=O)c1ccccc1NC(=O)COC	-5	0	2	1	-2	-3	-5	0	1	-0.4
N#C/C(=C\c1ccccc1)c1ccccn1	2	3	3	-6	4	-6	1	-6	-3	0.8
CC1(C)Cc2nc(Cl)c(C#N)cc2CO1	5	-4	-2	8	-1	3	-2	-1	4	-0.7
O=S(O)OC1CS(=O)(=O)CC1c1ccccc1 (centres undefined)	8	3	2	-1	-2	2	-8	-2	-3	1.4
O=C(Nc1ccc(Br)cc1)N1CCc2ccccc2C1	-19	-2	-4	-7	-9	-3	7	2	6	-1.4
O=C(CN1C(=O)NC(CCc2ccccc2)C1=O)NC1CC1 (centres undefined)	9	5	2	3	1	-1	-1	-4	-4	0.0
O=[N+]([O-])c1ccccc1Oc1ccc(Cl)c2cccnc12	0	0	-3	-5	-2	6	10	-4	-2	2.0
CCC(C)(C)n1nnnc1C(C(C)C)N(Cc1cccnc1)Cc1ccco1 (centres undefined)	-3	-2	0	-6	5	13	4	0	3	-1.2
Cn1cc(CN2CCC(n3nccc3NC(=O)c3ccc4c(c3)OCO4)CC2)cn1	2	-1	-3	2	-4	4	-4	-2	4	-0.3
CCOC(=O)C(=O)N(C)c1c(CC)nc2c(OCc3cc(Cl)cc(Cl)c3)cccn12	.	3	-2	4	2	5	-4	-3	-2	0.8
CN1CCN(C2CN(Cc3cn(Cc4ccccc4C(F)(F)F)nn3)S(=O)(=O)C2)CC1 (centres undefined)	.	4	10	-6	2	6	9	5	-6	-0.8
O=C(CC[C@H]1O[C@@H](n2ccc(=O)[nH]c2=O)[C@H](O)[C@@H]1O)N[C@H](Cc1ccccc1)C(=O)NCc1ccc2c(c1)OCO2	.	4	1	4	-4	10	-4	7	2	-0.5

Remaining list, next part.
SMILES	HTRA1 inh	PRMT1 FP inh	UHRF1 binding	DDE Tn7 FP inh	mABHD4 FP	SIAE primary	TDP2 absorb	LEDGF integ inh	TCR CD3 inh	PG9 Ab binder
O=C(NCCCCCCNC(=O)OCc1ccccc1)OCc1ccccc1	-4	-1	0	1	5	1	5	2	-2	-0.9
O=C1c2ccccc2CN1c1ccccc1	8	0	.	-4	9	-7	-9	0	14	-2.1
CCN(C(=O)c1cccs1)C1CCS(=O)(=O)C1 (centres undefined)	3	4	3	-5	4	-7	7	-4	-14	-0.1
CCOC(=O)CSc1nc(C2CC2)cc(-c2ccc(F)cc2)c1C#N	-24	-3	-2	5	-1	7	2	0	2	-1.2
CCOC(=O)C1(Cc2ccc(O)cc2)NC(c2ccccc2F)C2C(=O)N(C)C(=O)C21 (centres undefined)	-1	0	0	-6	-1	0	7	0	6	-1.1
Cn1cc(Cl)c(C(=O)Nc2cnn(Cc3ccc(F)cc3)c2)n1	-6	-1	-8	1	-8	2	-20	1	-6	-0.7
CC(=O)Nc1ccc(Nc2ccc(S(=O)(=O)C(F)(F)F)cc2[N+](=O)[O-])cc1	8	1	1	3	5	5	-13	-1	1	-1.2
CCN1CCN(CC(O)COc2ccc(Cl)cc2)CC1 (centres undefined)	6	-2	1	3	2	6	2	0	-1	0.4
COc1ccc(C2=NO[C@@H]3C(=O)N(Cc4ccccc4)C(=O)[C@H]23)c(OC)c1	.	-1	3	1	6	-10	-2	0	1	-2.4
c1ccc(CN2CCN(c3nc4ccccc4c4ccccc34)CC2)cc1	-29	-1	2	-4	-5	-12	-5	0	-1	-1.4
O=C(NCCc1ccccc1)C1CC1	7	0	0	2	3	6	-10	-8	-2	-3.2
O=C(Cn1nc(-c2ccccc2)c2ccccc2c1=O)Nc1cccnc1	2	-4	0	0	-3	-3	6	1	6	-1.1
COc1cccc(-n2c(SCC(=O)NCC3CCCO3)nc3c(c2=O)SCC3)c1 (centres undefined)	3	0	-3	0	2	0	-7	1	6	-3.2
CC(=O)c1cccc(-c2ccnc3c2CC(C(=O)NCC2CC2)O3)c1 (centres undefined)	.	4	-1	3	3	-4	16	8	2	0.5
O=C(Cc1ccc(NC(=O)C2CCCN(C(=O)C3CCCCC3)C2)cc1)Nc1ccc(C(=O)N2CCOCC2)cc1 (centres undefined)	2	-3	2	-2	-7	-17	-11	5	7	-1.5
COc1ccc(CN2C[C@H](O)COC[C@@H]3O[C@H](CC(=O)NCc4ccncn4)CC[C@H]32)cc1	.	-2	0	-5	-4	4	-2	2	9	1.1
CCCc1[nH]n(-c2ccc([N+](=O)[O-])cc2)c(=O)c1C=NCCc1ccc(OC)c(OC)c1	-1	1	1	5	3	-2	-6	-6	-6	0.6
C[C@H](CO)N1C[C@H](C)[C@@H](CN(C)S(C)(=O)=O)Oc2c(NC(=O)Cc3ccccc3)cccc2C1=O	-1	2	-2	4	-5	3	10	2	-7	0.3
CCCc1ccc(-c2c(C)sc(N)c2C#N)cc1	-2	1	2	4	2	12	4	2	-6	4.0
COc1cccc(CC2(CO)CCN(S(=O)(=O)N(C)C)CC2)c1	-15	-1	-3	3	-2	-7	8	-2	-2	0.1
NC(=O)c1ccccc1Nc1nc(NCCO)nc(N2CCCC2)n1	0	1	1	-5	7	-2	7	1	1	-0.8
COC(=O)c1cccc(NC(=O)/C=C/c2cccc([N+](=O)[O-])c2)c1	0	1	3	0	-1	-9	8	-1	-7	0.3
N#CC1=C2SCN(Cc3ccco3)CN2C(=O)CC1c1ccc(Cl)cc1 (centres undefined)	-14	32*	-4	-2	8	-12	2	4	-3	0.8
O=C(NN(C(=O)c1ccccc1)c1ccccc1)c1ccccc1	-3	-5	1	-4	-1	0	-22	2	0	-1.1
CC(C)(CO)CNC(=O)CCc1nnc(Cc2ccc(-c3ccccc3)cc2)o1	1	-1	-2	-2	-2	1	2	1	2	-1.1
O=c1[nH]c2cc(S(=O)(=O)CCO)ccc2o1	-1	-2	1	0	1	-5	12	1	-8	0.1
Cc1c(N(C(=O)Nc2ccccc2)C2=NCC(C)S2)c(=O)n(-c2ccccc2)n1C (centres undefined)	-2	3	-1	10	-16	3	-5	-5	-4	2.5
CN(Cc1ccccc1C#N)S(=O)(=O)c1cccs1	-1	-2	4	5	0	-5	1	-2	-4	1.0
O=c1cc(-c2cccnc2)oc2c1ccc1ccccc12	.	-1	-10	1	4	7	20	0	2	-1.8
CCn1cc(S(=O)(=O)Nc2ccc(C)c(Cl)c2)cn1	3	-2	0	-1	-3	-1	11	-1	6	-1.3

Assay outcomes: PubChem, The Scripps Research Institute Molecular Screening Center
